GAA inhib – inhibitors of human lysosomal alpha-glucosidase; P10253; purified human GAA, 4-MU-alpha-glucoside fluorescence; Potency, µM (highest dose often 76.9 µM), inactives show top-dose activity change, negative = inhibition, hits mostly inhibitors; hit rate 0.005% among 200,000; AID 1466;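 note: potency is the fitted concentration of half-maximal effect; plate controls were uninhibited enzyme wells for no effect and no-enzyme background for full effect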
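Read-out is 4-methylumbelliferone fluorescence (Ex 365/Em 440 nm) after NaOH/glycine stop at pH 10. Enzyme 4 nM, substrate 400 uM, pH 5.0 citrate buffer, 20 min room temperature; AC50 from Hill-equation concentration-response.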
GAA glycogen – inhibitors or activators of human alpha-glucosidase glycogen cleavage; P10253; recombinant GAA, glycogen substrate, Amplex Red glucose oxidase fluorescence; Potency, µM (highest dose often 76.4 µM), inactives show top-dose activity change, negative = inhibition, actives largely listed as inhibitors; hit rate 0.38% among 300,000; AID 2100;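 note: potency is the fitted concentration of half-maximal effect; 0% = full enzyme reaction and -100% = no-enzyme basal signal; the screen sought inhibitors and activators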
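Recombinant human alpha-glucosidase (4 nM final) hydrolysed bovine liver glycogen (30 ug) for 40 min at 37 C in pH 5.0 citrate/phosphate with 0.01% Tween-20. Released glucose detected by glucose oxidase/Amplex Red, Ex 573/Em 610 nm. Compounds up to 77 uM; AC50 from Hill fits.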
LMNA splice mod – LMNA splicing modulation; HeLa LMNA splicing GFP/RFP minigene ratio, 48 h; Potency, µM (series often up to 46.1 µM), for the others: at the highest dose ratio change, negative = inhibition, hits mostly inhibitors; hit rate 0.01% among 200,000; AID 1487; active = well fitted inhibition curve with a large enough effect in the signal ratio, with a control signal flat, not every such curve was filed as active; inconclusive = small, poorly fitted or top-dose-only effect, or effect the other way, or a change in a side signal; the % refers to the signal ratio; note: potency is the fitted concentration of half-maximal effect; % is set by controls: 0 for no effect and ±100 for the full control effect
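S3 HeLa stable clones carrying a lamin A-EGFP splicing minigene plus DsRed2 were seeded at 600 cells/well in Opti-MEM with 2% FBS, pin-dosed and incubated 48 h at 37°C. Acumen cytometry (488 nm) gave the GFP/RFP total-intensity ratio.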
aGlu spleen mod – inhibitors or activators of human alpha-glucosidase in spleen homogenate | P10253 | human spleen homogenate, 4-MU-alpha-glucoside fluorescence | Potency, µM (titrated, usually from 79.9 µM), inactives show at the top dose activity change, negative = inhibition, most hits filed as inhibitors | hit rate 0.006% among 240,000 | AID 2112;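 note: potency is the fitted concentration of half-maximal effect; 0% = enzyme with vehicle and -100% = no enzyme basal signal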
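Human spleen homogenate (1 ug) incubated with compounds and 1 mM 4-methylumbelliferyl-alpha-D-glucopyranoside in pH 5.0 citrate/phosphate buffer, 37 C, 40 min. Stopped at pH 10; 4-MU fluorescence (Ex 365/Em 440 nm); AC50 by Hill fit.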
CBFb-RUNX1 inh – inhibitors of human CBF-beta and RUNX1 interaction. 230,000 tested, under 10 active. AlphaScreen CBFb-His/RUNX1-biotin binding, biochemical. Potency, µM (top dose mostly 59.8 µM), for inactives: at the highest dose activity, negative = inhibition, hits mostly inhibitors; note: % of control where 0% means no effect
Target sequence (Q01196 whole entry, looked up): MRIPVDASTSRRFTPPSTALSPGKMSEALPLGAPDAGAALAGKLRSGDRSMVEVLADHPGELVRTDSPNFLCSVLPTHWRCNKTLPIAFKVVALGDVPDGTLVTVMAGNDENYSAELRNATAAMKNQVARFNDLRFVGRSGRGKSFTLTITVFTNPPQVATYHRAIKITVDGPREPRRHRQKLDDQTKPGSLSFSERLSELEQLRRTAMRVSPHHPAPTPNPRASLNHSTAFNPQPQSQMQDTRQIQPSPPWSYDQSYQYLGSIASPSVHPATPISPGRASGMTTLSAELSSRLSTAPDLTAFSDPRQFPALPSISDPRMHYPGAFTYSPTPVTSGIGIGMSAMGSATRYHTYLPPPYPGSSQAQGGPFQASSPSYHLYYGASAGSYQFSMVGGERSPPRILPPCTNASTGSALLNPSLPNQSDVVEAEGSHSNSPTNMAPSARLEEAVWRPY
Target sequence (Q13951 whole entry, looked up): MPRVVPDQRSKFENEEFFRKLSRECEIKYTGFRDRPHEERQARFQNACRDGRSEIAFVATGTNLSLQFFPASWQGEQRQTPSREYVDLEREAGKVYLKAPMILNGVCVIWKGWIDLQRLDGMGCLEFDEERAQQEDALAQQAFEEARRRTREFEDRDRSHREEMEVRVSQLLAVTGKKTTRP
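Proteins preincubated together for 20 min at RT before compound addition; 15 min later, nickel and streptavidin beads were added and left 90 min prior to AlphaScreen measurement.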
HTT cytoprotect – protects HTT-Q103 PC12 cells, measured by ATP; PC12 HTT-Q103 induced, cytoprotection, ATP luminescence, 40 h; hit rate 0.14% among 230,000; Potency, µM (top dose mostly 56.4 µM), for the others: cytoprotection (ATP increase), most hits filed as activators;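 note: potency is the fitted concentration of half-maximal effect; % of control where 0% means no effect; nearly all actives have a fitted effect of over 45% in size; toxic huntingtin expression switched on by the ecdysone agonist tebufenozide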
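Rat PC12, Q103 Htt exon1-GFP fusion, ecdysone promoter; tebufenozide inducer 100 nM final; compound titration; qHTS, 1500 cells/well; ATPlite luminescent read.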
HTT aggregate – inhibitors of mutant huntingtin aggregate formation in PC12 cells. PC12 HttQ103-GFP aggregates, Acumen cytometry, 40 h. Potency, µM (titrated, usually from 46.1 µM), for the others: at the highest dose activity change, negative = inhibition, actives largely listed as inhibitors. hit rate 1.1% among 220,000; note: potency is the fitted concentration of half-maximal effect; % is set by controls: 0 for no effect and ±100 for the full control effect; nearly all actives have a fitted effect of over 60% in size
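Steps: seed 1500 PC12 HTTQ103-GFP cells/well; add tebufenozide, 100 nM final; add compound titration; add ATPLite reagent; quantify GFP aggregates by laser scanning cytometry.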
Numbers without * were called inactive; ? = inconclusive; . = not tested or not shown; [ ] = another dose, or the depositor's remark. Unless noted, calls come from the whole dose curve; as a rule, active = well fitted curve in the direction sought with a large enough effect; inconclusive = small, poorly fitted or top-dose-only effect, or another doubt; inactive = no such curve, though single readings can be large; an effect the other way counts as inactive or inconclusive.

Sequence of screens: GAA inhib	GAA glycogen	LMNA splice mod	aGlu spleen mod	CBFb-RUNX1 inh	HTT cytoprotect	HTT aggregate
(1) O=c1[nH][nH]cc1C=Nc1ccc(Oc2ccccc2)cc1
  5%	-6%	15%[9.22 µM]	.	3%	-5%	11%
(2) COc1ccccc1CN1CCNC(=O)C1CC(=O)NCCCn1cccn1 (stereo not drawn)
  .	2%	.	-1%	14%	-6%[10 µM]	13%[9.22 µM]
(3) CCN(CC)S(=O)(=O)c1cccc(C(=O)Oc2cccnc2)c1
  -5%	5%	5%	-9%	5%	-16%[10 µM]	-15%
(4) C/C(=N\NC(=O)c1ccccc1)c1ccccc1Br
  1%	1%	-13%	-3%	-2%	-19%[10 µM]	8%
(5) O=c1cc(-c2ccccc2)nc(SCc2ccccc2F)[nH]1
  6%	21%	?	-5%	-1%	-49%[inhibitor]	-12%[9.22 µM]
(6) CCN(CC)C(=O)C(=O)Nc1ccc(OCc2ccccc2)cc1
  -5%	-5%	.	6%	21%	-77%[inhibitor]	6%
(7) Cc1ccc(N/C=C2\CCCCC2=O)nc1
  -8%	-11%	6%[46 µM]	-16%	12%	14%	22%
(8) CCOC(=O)NC1(Nc2cccc(Cl)c2)Oc2ccccc2O1
  2%	?	-21%	-6%	-2%	-20%[10 µM]	-23%
(9) Cc1ccc(S(=O)(=O)c2ccc(Oc3cccc(C)c3)cc2)cc1
  -2%	-3%	-22%	-1%	?	-53%[inhibitor]	?
(10) CCCS(=O)(=O)N1CCC(C(=O)NCCCOC(C)C)CC1
  -6%	-4%	-4%	-8%	0%	9%	6%
(11) Cc1ccsc1/C=N\NC(=O)CCc1c(C)n[nH]c1C
  4%	-6%	6%[46 µM]	-9%	0%	-19%	-2%[9.22 µM]
(12) Cc1cc(S(=O)(=O)NC2CCN(Cc3ccccc3)CC2)c(C)cc1Cl
  .	9%	.	1%	2%	-11%[10 µM]	15%[9.22 µM]
(13) Cn1c(NCCc2ccccc2)cc(=O)n(C)c1=O
  3%	8%	13%	-6%	-2%	-7%	4%
(14) COCCNc1oc(-c2ccc(F)cc2)nc1C#N
  4%	?	-1%	-30%	5%	-2%	1%
(15) C=CCn1c(CCNC(=O)c2cccs2)nnc1SCC(=O)Nc1cccc(Cl)c1C
  -1%	0%	9%	-1%	0%	-6%	0%[9.22 µM]
(16) COc1ccc(CNC(=O)COC(=O)/C=C/c2ccc(S(=O)(=O)N3CCOCC3)cc2)cc1
  -5%	-8%	.	3%	-6%	-48%[inhibitor]	-7%
(17) O=C(CSc1nnc(-c2ccccc2)n1C1CCCCC1)N1CCCC1
  -16%	1%	-2%	-29%	16%	10%	3%
(18) O=C(NCc1cccnc1)c1cc(Sc2ccc(F)cc2F)nc2ccccc12
  -2%	5%	?	-3%	-2%	-6%[10 µM]	-14%
(19) CCN(CC)c1ccc(/C=N/N2CCOCC2)cc1
  3%	-4%	-4%	-3%	4%	9%[10 µM]	-19%
(20) C=C(C)C(O)/C=C/c1ccc(OC)cc1 (stereo not drawn)
  .	.	.	6%[17.4 µM]	2%[13.1 µM]	1%[10 µM]	.
(21) O=C(O)CP(=O)(c1ccccc1)c1ccccc1
  -4%	6%	4%	1%	0%	-10%	3%
(22) COc1ccc(C/C(C)=N/NC(=O)c2ccc(Cl)cc2)cc1
  4%	?	2%[46 µM]	-2%	-7%	-28%	6%
(23) CC1(C)Cc2ccccc2C(=O)N1
  -2%	-9%	2%	-5%	20%	-3%	5%
(24) O=C(Cc1ccc(F)cc1)Nc1ccc(S(=O)(=O)N2CCCCC2)cc1
  -4%	-15%	12%[46 µM]	-5%	12%	-8%[10 µM]	0%[9.22 µM]
(25) Cc1cc(Br)cc2c(C(=O)Nc3c(C)n(C)n(-c4ccccc4)c3=O)cc(-c3cccs3)nc12
  0%	4%	?	0%	3%	-1%[10 µM]	?
(26) Cn1ncc([N+](=O)[O-])c1C(=O)Nc1ccn(Cc2ccccc2F)n1
  -2%	-13%	12%	1%	-2%	0%	7%
(27) Cc1cc(C(=O)c2ccc(C(C)(C)C)cc2)c(NC(=O)CCl)s1
  -4%	-10%	?	-6%	0%	1%[10 µM]	24%
(28) Clc1ccccc1CSc1ncn(-c2ccccc2)n1
  -14%	-6%	?	2%	?	7%[10 µM]	-14%

Reformatted: 15 of the compounds above
#4 C/C(=N\NC(=O)c1ccccc1)c1ccccc1Br
#5 O=c1cc(-c2ccccc2)nc(SCc2ccccc2F)[nH]1
#6 CCN(CC)C(=O)C(=O)Nc1ccc(OCc2ccccc2)cc1
#7 Cc1ccc(N/C=C2\CCCCC2=O)nc1
#8 CCOC(=O)NC1(Nc2cccc(Cl)c2)Oc2ccccc2O1
#9 Cc1ccc(S(=O)(=O)c2ccc(Oc3cccc(C)c3)cc2)cc1
#10 CCCS(=O)(=O)N1CCC(C(=O)NCCCOC(C)C)CC1
#11 Cc1ccsc1/C=N\NC(=O)CCc1c(C)n[nH]c1C
#12 Cc1cc(S(=O)(=O)NC2CCN(Cc3ccccc3)CC2)c(C)cc1Cl
#13 Cn1c(NCCc2ccccc2)cc(=O)n(C)c1=O
Compound	4	5	6	7	8	9	10	11	12	13
GAA inhib	1%	6%	-5%	-8%	2%	-2%	-6%	4%	.	3%
GAA glycogen	1%	21%	-5%	-11%	?	-3%	-4%	-6%	9%	8%
LMNA splice mod	-13%	?	.	6%[46 µM]	-21%	-22%	-4%	6%[46 µM]	.	13%
aGlu spleen mod	-3%	-5%	6%	-16%	-6%	-1%	-8%	-9%	1%	-6%
CBFb-RUNX1 inh	-2%	-1%	21%	12%	-2%	?	0%	0%	2%	-2%
HTT cytoprotect	-19%[10 µM]	-49%[inhibitor]	-77%[inhibitor]	14%	-20%[10 µM]	-53%[inhibitor]	9%	-19%	-11%[10 µM]	-7%
HTT aggregate	8%	-12%[9.22 µM]	6%	22%	-23%	?	6%	-2%[9.22 µM]	15%[9.22 µM]	4%

#14 COCCNc1oc(-c2ccc(F)cc2)nc1C#N
#15 C=CCn1c(CCNC(=O)c2cccs2)nnc1SCC(=O)Nc1cccc(Cl)c1C
#16 COc1ccc(CNC(=O)COC(=O)/C=C/c2ccc(S(=O)(=O)N3CCOCC3)cc2)cc1
#17 O=C(CSc1nnc(-c2ccccc2)n1C1CCCCC1)N1CCCC1
#18 O=C(NCc1cccnc1)c1cc(Sc2ccc(F)cc2F)nc2ccccc12
Compound	14	15	16	17	18
GAA inhib	4%	-1%	-5%	-16%	-2%
GAA glycogen	?	0%	-8%	1%	5%
LMNA splice mod	-1%	9%	.	-2%	?
aGlu spleen mod	-30%	-1%	3%	-29%	-3%
CBFb-RUNX1 inh	5%	0%	-6%	16%	-2%
HTT cytoprotect	-2%	-6%	-48%[inhibitor]	10%	-6%[10 µM]
HTT aggregate	1%	0%[9.22 µM]	-7%	3%	-14%

Quoted at random: 2 records from the list, in no set order.
Sequence of screens: GAA inhib	GAA glycogen	LMNA splice mod	aGlu spleen mod	CBFb-RUNX1 inh	HTT cytoprotect	HTT aggregate
(25) Cc1cc(Br)cc2c(C(=O)Nc3c(C)n(C)n(-c4ccccc4)c3=O)cc(-c3cccs3)nc12
  0%	4%	?	0%	3%	-1%[10 µM]	?
(3) CCN(CC)S(=O)(=O)c1cccc(C(=O)Oc2cccnc2)c1
  -5%	5%	5%	-9%	5%	-16%[10 µM]	-15%

Bioassay records as filed in PubChem.
